Assay outcomes (PubChem BioAssay)
4-MU autofl = 4-MU region autofluorescence | 59,000 tested, 11% active | compound autofluorescence, 340/450 nm, 4-MU equivalents; active compounds read high | max dye-equivalent concentration, M | AID 589; in the data active = max dye-equivalent concentration above about 10 nM; inconclusive = mostly about 1.1 nM to 9.6 nM
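Compounds in 100 mM Tris, pH 8.0, incubated 15 min at room temperature, then fluorescence read at 340 nm excitation/450 nm emission. Signal converted to 4-MU dye-equivalent concentration using an on-plate six-point 4-MU standard curve.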
HEK293 cAMP cs = parental HEK293 cAMP activation (counter-screen) | parental HEK293 CNG cAMP sensor, membrane potential fluorescence | 73,000 tested, 2.5% active | Potency, µM (series often up to 57.1 µM), for inactives: at the top dose activation, usual class: activators; also: potency is read from the fitted curve at half-maximal effect; % of control where 0% means no effect; nearly all actives have a fitted effect of over 55% in size
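Parental HEK 293 cells stably expressing a modified CNG channel (no TSHR) report cAMP rise as membrane depolarization. Membrane potential dye with 100 uM RO 20-1724 was loaded for 60 min at room temperature, then compound added for 30 min; fluorescence read at 590 nm.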
BRCT inh green = inhibitors of human BRCA1 BRCT-phosphoprotein interaction (green fluorophore); 75,000 tested, 0.05% active; BRCA1 BRCT-phosphopeptide binding, green fluorescence polarization; Potency, µM (doses to about 76.9 µM), for inactives: top-dose activity change, negative = inhibition, most hits filed as inhibitors; AID 875; P38398;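 also: potency is read from the fitted curve at half-maximal effect; plate controls were peptide without protein for full effect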
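Compounds were incubated for 12 min at room temperature with a complex of 100 nM fluorescein-tagged pBACH1 decapeptide and 250 nM His-tagged BRCT protein. Buffer was phosphate pH 7.3 with EDTA, DTT and Tween 20. Disruption of binding lowers the polarization signal.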
Casp1 inh = allosteric or competitive inhibitors of human caspase-1; Caspase-1 enzyme, Ac-WEHD-AFC fluorogenic rate; AID 900; 75,000 tested, 0.03% active; Potency, µM (doses to about 57.5 µM), for inactives: top-dose activity change, negative = inhibition, actives largely listed as inhibitors;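 also: potency is read from the fitted curve at half-maximal effect; plate controls were vehicle for no effect and no substrate for full effect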
Target sequence (P29466 120-297 limits assumed): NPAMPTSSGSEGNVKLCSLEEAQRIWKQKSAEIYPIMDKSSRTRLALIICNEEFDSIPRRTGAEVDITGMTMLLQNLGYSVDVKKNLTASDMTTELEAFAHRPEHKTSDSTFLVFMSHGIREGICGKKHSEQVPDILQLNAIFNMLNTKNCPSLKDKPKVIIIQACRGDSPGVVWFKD
Target sequence (P29466 317-404 limits assumed): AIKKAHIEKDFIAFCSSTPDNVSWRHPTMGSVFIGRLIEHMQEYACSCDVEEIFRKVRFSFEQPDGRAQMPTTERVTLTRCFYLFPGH
Epigenetic mod = epigenetic GFP locus derepression in mouse cells; mouse C127i GFP locus derepression, cytometry, 30 h; Potency, µM (series often up to 46.1 µM), for inactives: at the highest dose GFP derepression (activation); 68,000 tested, 0.09% active; AID 597; also: % of control where 0% means no effect
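Derepression screen: silenced CMV-GFP reporter in murine C127i cells, 30 h compound incubation at 37 C, washed cells imaged by laser-scanning cytometer to enumerate GFP-expressing objects of 20 to 120 um.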
Fluorescein fluor = compound autofluorescence in fluorescein spectral region | Compound autofluorescence, 480/540 nm, fluorescein-equivalent; active compounds read high | max fluorescein-equivalent concentration, M | 59,000 tested, 0.91% active | AID 593; in the data active = max fluorescein-equivalent concentration above about 10 nM; inconclusive = between about 1.1 nM and that limit
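Each compound is tested across a concentration series in 100 mM Tris buffer at pH 8.0. After 15 min at room temperature, plates are imaged with 480 nm excitation and 540 nm emission filters, and intensities are converted to fluorescein-equivalent values.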
BRCT inh red = inhibitors of human BRCA1 BRCT-phosphoprotein interaction (red fluorophore) | P38398 | Potency, µM (highest dose often 76.9 µM), for the others: at the top dose activity change, negative = inhibition, hits mostly inhibitors | 75,000 tested, 0.03% active | BRCT-phosphopeptide binding, red fluorescence polarization; also: % is scaled to controls: 0 for no effect and ±100 for the full control effect
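Fluorescence polarization: 100 nM His-tagged BRCA1 BRCT with 100 nM TAMRA-labelled phospho-BACH1 decapeptide, phosphate buffer pH 7.3 with 150 mM NaCl, DTT, 0.01% Tween 20; 12 min RT. Binding inhibition seen as FP decrease.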
Casp7 inh = blocks human caspase-7 allosterically or competitively | recombinant caspase-7, Ac-DEVD-AFC fluorescence rate | Potency, µM (series often up to 57.5 µM), for inactives: at the highest dose activity change, negative = inhibition, usual class: inhibitors | 75,000 tested, 0.02% active | AID 889; active = well fitted inhibition curve with a large enough effect in the main read-out, with a control signal flat, not every such curve was filed as active; inconclusive = small, poorly fitted or top-dose-only effect, or a change in a side signal; also: potency is read from the fitted curve at half-maximal effect; % of control where 0% means no effect
Target sequence (P55210 24-198 limits assumed): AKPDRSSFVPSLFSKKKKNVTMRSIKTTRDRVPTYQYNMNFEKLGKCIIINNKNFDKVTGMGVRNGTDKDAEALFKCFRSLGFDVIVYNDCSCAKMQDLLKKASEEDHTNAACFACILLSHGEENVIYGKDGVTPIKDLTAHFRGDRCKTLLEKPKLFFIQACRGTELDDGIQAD
Target sequence (P55210 207-303 limits assumed): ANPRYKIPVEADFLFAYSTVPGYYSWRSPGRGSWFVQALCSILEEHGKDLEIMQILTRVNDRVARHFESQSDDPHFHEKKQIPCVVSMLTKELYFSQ
UbGFP stabilizer = ubiquitin-GFP accumulation via proteasome inhibition; Potency, µM (series often up to 45.9 µM), for inactives: top-dose activation (GFP accumulation), most hits filed as activators; Ubiquitin-GFP reporter cells, proteasome inhibition, GFP fluorescence; response scale: untreated = 0%, 10 µM MG-132 = 100%; 67,000 tested, under 10 active; active = well fitted activation curve with a large enough effect, not every such curve was filed as active; inconclusive = small, poorly fitted or top-dose-only effect, or another doubt; inactive = no such curve, though single readings can be large or run the other way; also: potency is read from the fitted curve at half-maximal effect
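U2OS cells stably expressing ubiquitin(G76V)-GFP, seeded overnight in 0.5% FBS medium, were exposed to compounds (qHTS, 46 uM to 2.9 nM) for 4 hr at 37 °C. GFP-positive cells were counted by laser cytometry (488 ex/515 em), normalized between basal and 10 uM MG-132.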
USP2a inh = blocks human ubiquitin-specific protease USP2a; O75604; USP2a enzymatic assay, qHTS inhibition; Potency, µM (series often up to 38.3 µM), inactives show at the top dose activity change, negative = inhibition, most hits filed as inhibitors; 60,000 tested, 0.1% active;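 also: potency is read from the fitted curve at half-maximal effect; nearly all actives have a fitted effect of over 60% in size; plate controls were DMSO for no effect and NEM full inhibition control for full effect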
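USP2 core (20nM final) preincubated 30 min RT with compound, then Ub-PLA2 20nM and NBD C6-HPC 20uM final added; buffer 20mM Tris-HCl pH 8.0, 2mM CaCl2. Fluorescence Ex 460/Em 535 read at 0 and 2.5 h; normalized to NEM.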
A350 fluor = compounds fluorescent in Alexa 350 spectral region | Compound autofluorescence, 340/450 nm, Alexa 350 dye-equivalents; active compounds read high | max dye-equivalent concentration, M | 59,000 tested, 11% active | AID 590; in the data active = max dye-equivalent concentration above about 10 nM; inconclusive = mostly about 1.1 nM to 9.6 nM
An asterisk follows results filed as active; i = inactive; ? = inconclusive; · = not tested or not shown; [ ] = remark or other dose. Unless noted, calls follow the shape of the dose curve; as a rule, active = well fitted curve in the direction sought with a large enough effect; inconclusive = small, poorly fitted or top-dose-only effect, or another doubt; inactive = no such curve, though single readings can be large; an effect the other way counts as inactive or inconclusive. Only part of the results is shown. The share of hits here may be higher or lower than overall.

SMILES	4-MU autofl	HEK293 cAMP cs	BRCT inh green	Casp1 inh	Epigenetic mod	Fluorescein fluor	BRCT inh red	Casp7 inh	UbGFP stabilizer	USP2a inh	A350 fluor
N#CC1=C(N)Oc2c(sc3ccccc23)C1c1ccco1 (stereo not drawn)	·	-4%[11.4 µM]	33%[activator]	?	0%	·	-1.0%	?	5%[9.17 µM]	22%[7.66 µM]	·
CC(C)(C)c1[nH]nc2c1C(Cc1ccccc1)C(C#N)=C(N)O2 (stereo not drawn)	?	-3%	3.7%	0%	3%	i	0.7%	-1%	10%	9%	?
CC(C)CN(CC(C)C)S(=O)(=O)N1CCC(C(=O)NCc2ccc(F)cc2)CC1	i	10%	0.7%	0%	-3%	i	0.3%	0%	0%	5%	i
CCN(CC)C(=O)CSC1=Nc2ccccc2C2=NC(Cc3c[nH]c4ccccc34)C(=O)N12 (stereo not drawn)	i	18%	0.1%	-3%	-1%	i	0.5%	1%	-8%	22%	i
O=S(=O)(NCc1ccccn1)c1ccc(F)cc1	·	-4%	-0.9%	-1%	0%	·	-0.7%	-1%	2%	-3%	·
CCSc1nc(-c2ccccc2)c(C#N)c(=O)[nH]1	i	20%	2.1%	-1%	0%	i	-0.6%	-2%	4%	0%	i
O=C(O)C1C2C=CC3(CN(CC(O)COc4ccccc4)C(=O)C13)O2 (stereo not drawn)	·	-1%	-0.2%	-1%	6%	·	0.9%	0%	10%	-4%	·
C=CCn1c(SCC(=O)N2CC(=O)Nc3ccccc32)nc2scc(-c3cccs3)c2c1=O	i	-4%	4.1%	-3%	7%	?	0.3%	0%	-1%	13%	?
COc1ccc(C(=O)/C=C/N2CCCCC2)cc1OC	·	-1%[11.4 µM]	2.1%	-2%	-2%	·	-0.7%	-1%	24%[9.17 µM]	38%[activator][7.66 µM]	·
CN1C(=O)N(C)C2(c3ccccc3)Nn3c(s/c(=C/c4ccco4)c3=O)=NC12c1ccccc1 (stereo not drawn)	?	4%	4.4%	-15%	2%	?	0.2%	-16%	·	28%	?
NC(=O)N/N=C/c1ccc([N+](=O)[O-])o1	·	-14%	-2.0%[3.08 µM]	-12%	·	·	-1.6%	-18%	·	-6%	·
COc1nc(-c2ccccc2)cc(-c2ccc(OC)c(OC)c2)n1	·	12%[11.4 µM]	2.2%	-1%	0%	·	-0.6%	-2%	0%[9.17 µM]	33%[activator][7.66 µM]	·
Oc1ccc(-c2[nH]ncc2-c2cccc3cccnc23)c(O)c1	i	8%	-0.9%	-1%	0%	i	1.4%	-1%	-1%	-8%	i
O=C(Nc1nnc(C2CC2)s1)C1Cc2ccccc2CN1S(=O)(=O)c1cccs1 (stereo not drawn)	i	7%	1.6%	-5%	1%	?	-1.4%	-15%	-1%	29%	i
O=C(Nc1ccc2snnc2c1)N1CCSCC1	·	6%	0.0%	-1%	0%	·	1.4%	1%	0%	-3%	·
Cc1cc(C)n(C(=O)CNc2cccc(Cl)c2C)n1	?	22%	1.0%	1%	-8%	i	0.7%	-1%	-4%	-2%	?
O=C1NCC(COCc2ccco2)O1 (stereo not drawn)	i	3%	0.0%	-3%	2%	i	0.3%	-2%	-3%	-9%	?
N#Cc1nc(COc2ccc(Cl)cc2)oc1N1CCCCCC1	i	?	-3.0%	-2%	0%	?	-0.1%	-1%	4%	-15%	i
CCN(CC)CCCN1C(=O)C(O)=C(C(=O)c2sc(C)nc2C)C1c1ccco1 (stereo not drawn)	i	-2%	-1.3%	-3%	0%	i	0.1%	-1%	·	-4%	i
COc1ccccc1NC(=O)C(CCS(C)(=O)=O)N1C(=O)c2ccccc2C1=O (stereo not drawn)	i	6%	-1.8%	-5%	-3%	i	-0.5%	-9%	5%	2%	i
COc1ccccc1OCC(=O)NCCNC(=O)COc1ccccc1OC	·	-2%	-8.7%	-1%	0%	·	-0.1%	-1%	-10%	8%	·
O=C1C=C[C@@H](O)[C@@H]2[C@H]3C(=O)N(c4ccc(F)cc4F)C(=O)[C@@H]3CC[C@@H]12	·	-3%[11.4 µM]	2.8%[15.4 µM]	1%[11.5 µM]	·	·	1.5%[15.4 µM]	0%[11.5 µM]	·	·	·
Cc1nc(CC(=O)c2c(C)cc(O)cc2O)cs1	·	25%	-2.5%	-1%	-2%	·	-0.5%	2%	-9%	0%	·
COc1cccc(/C=C/C2=CC3(C)CC2(C)C(c2cccc(OC)c2)CC3=O)c1 (stereo not drawn)	·	11%[11.4 µM]	-3.1%[15.4 µM]	-2%[11.5 µM]	·	·	0.7%[15.4 µM]	-1%[11.5 µM]	·	·	·
CCN(CC)S(=O)(=O)c1cc(C(=O)OCC(=O)c2ccc3c(c2)NC(=O)CO3)ccc1F	i	?	1.5%	-4%	-1%	i	-1.3%	-6%	-5%	34%[activator]	i

Continued, overlapping the part above by 2 compounds.
SMILES	4-MU autofl	HEK293 cAMP cs	BRCT inh green	Casp1 inh	Epigenetic mod	Fluorescein fluor	BRCT inh red	Casp7 inh	UbGFP stabilizer	USP2a inh	A350 fluor
COc1cccc(/C=C/C2=CC3(C)CC2(C)C(c2cccc(OC)c2)CC3=O)c1 (stereo not drawn)	·	11%[11.4 µM]	-3.1%[15.4 µM]	-2%[11.5 µM]	·	·	0.7%[15.4 µM]	-1%[11.5 µM]	·	·	·
CCN(CC)S(=O)(=O)c1cc(C(=O)OCC(=O)c2ccc3c(c2)NC(=O)CO3)ccc1F	i	?	1.5%	-4%	-1%	i	-1.3%	-6%	-5%	34%[activator]	i
COc1ccc(O)c(-c2cc(-c3cccc(Br)c3)n[nH]2)c1	·	-29%	1.6%	-5%	-2%	·	0.1%	-9%	-11%	?	·
COCCCNC(=O)Nc1ccc(F)cc1F	i	0%	0.1%	2%	0%	i	-0.2%	-2%	-1%	-3%	i
O=C(NCC1CCCO1)c1ccccn1 (stereo not drawn)	i	6%	-2.3%	-1%	-3%	i	0.8%	-2%	-3%	-5%	i
Cc1ccc(S(=O)(=O)N2CCC(C(=O)N3CCN(Cc4ccccc4)CC3)CC2)cc1	·	?	-0.9%	1%	-2%	·	-0.9%	-2%	-7%	·	·
CCC(C)[C@@H](NC(=O)OC(C)(C)C)c1nnc(S(=O)(=O)Cc2cccc(C)c2)o1 (stereo partly drawn)	i	15%	-1.9%	-1%	?	i	0.2%	0%	-2%	0%	i
O=C(O)CC1C(=O)NCCN1CCCc1ccccc1 (stereo not drawn)	·	?	-1.0%	-1%	·	·	1.2%	1%	0%	·	·
O=c1c2c3nc4ccccc4nc3n(CCN3CCOCC3)c2ncn1CCN1CCOCC1	9.7e-08M*	3%	-1.8%	-9%	6%	i	-2.3%	-9%	1%	0%	8.9e-08M*
COC(=O)C1(Cc2ccccc2)C2c3cc(C(=O)N4CCCC4)n(Cc4ccc(OC(F)(F)F)cc4)c3CC2CN1C(=O)c1ccccc1 (stereo not drawn)	·	1.3µM*	-1.4%	0%	·	·	0.5%	-5%	·	·	·
N#Cc1cc2[nH]c(=O)c(=O)[nH]c2cc1[N+](=O)[O-]	·	2%	3.6%	-1%	1%	·	-1.2%	-1%	9%	·	·
O=C1CSC(=S)N1c1cccnc1	i	3%	1.9%	?	2%	?	1.4%	-8%	·	1%	i
COCCn1nnnc1C(C(C)C)N1CCOCC1 (stereo not drawn)	i	4%	1.3%	-2%	-3%	i	0.3%	-1%	-3%	-6%	i
CCn1c(SCC(=O)c2cc(C)n(CC3CCCO3)c2C)nc2ccccc21 (stereo not drawn)	i	13%	1.3%	-1%	0%	i	-3.6%	-3%	-3%	11%	i
CN(C)S(=O)(=O)N(CC(=O)NCc1ccccc1)c1ccccc1	i	5%	-1.8%	1%	0%	i	1.0%	-3%	-4%	9%	i
COc1ccc(N(CC(=O)Nc2cccc(SC)c2)S(C)(=O)=O)cc1Cl	·	5%	0.7%	-7%	-3%	·	1.2%	-2%	4%	29%	·
O=C(CSc1nc(O)cc(=O)[nH]1)N1CCCc2ccccc21	i	?	-0.2%	0%	1%	i	0.9%	-6%	0%	18%	?

One compound at a time, from the list above:
Profile of `O=C1CSC(=S)N1c1cccnc1` : 4-MU autofl = i; HEK293 cAMP cs = 3%; BRCT inh green = 1.9%; Casp1 inh = ?; Epigenetic mod = 2%; Fluorescein fluor = ?; BRCT inh red = 1.4%; Casp7 inh = -8%; UbGFP stabilizer = ·; USP2a inh = 1%; A350 fluor = i
Profile of `N#Cc1cc2[nH]c(=O)c(=O)[nH]c2cc1[N+](=O)[O-]` : 4-MU autofl = ·; HEK293 cAMP cs = 2%; BRCT inh green = 3.6%; Casp1 inh = -1%; Epigenetic mod = 1%; Fluorescein fluor = ·; BRCT inh red = -1.2%; Casp7 inh = -1%; UbGFP stabilizer = 9%; USP2a inh = ·; A350 fluor = ·
